HIV Rev-RRE inh = HIV Rev-RRE protein-RNA interaction inhibition. inhibition, % at 8 µM. Rev peptide-RRE RNA binding, FRET. 97,000 tested, 0.79% active;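 active = inhibition above the screen-wide mean plus 3 SD, cut at about 35% in these data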;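 also: 0% = median DMSO wells and 100% = median Neomycin B control wells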
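Assay system: labelled RRE RNA duplex and labelled Rev peptide / Medium: HEPES pH 7.5 salt buffer with EDTA / Reagent: labelled Rev peptide / Schedule: 5 + 15 min at 25 °C / Signal: FRET, excitation 480 nm, emission 540 nm donor and 671 nm acceptor / Benchmarks: DMSO and neomycin B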
LYP act = LYP (human) phosphatase activation | Q9Y2R2 | recombinant LYP, DiFMUP fluorescence; 0 = plate median, 100 = signal doubled | activation, % at 2 µM | 96,000 tested, 0.11% active;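 active = activation at 2 µM above a set limit, the mean plus 5 SD, cut at about 37% in these data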
S1P2 antag = antagonists of human S1P2 receptor; O95136; cell-based S1P2 antagonist assay, inhibition at 5 uM; inhibition, % at 5 µM; 97,000 tested, 0.21% active; AID 736; in the data active = inhibition above about 45%;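 also: CRE beta-lactamase reporter cells expressing human S1P2 stimulated with S1P; 0% = agonist at EC80 alone and 100% = agonist plus reference antagonist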
PostGolgi ctrl = inhibits growth of the yeast control strain; inhibition, % at 10 µM; 98,000 tested, 5% active; efflux-deficient yeast background strain, growth absorbance A615, 16 h; AID 738
EphB4 antag = antagonists of human EphB4-ephrin-B2 interaction. 97,000 tested, 0.15% active. EphB4 LBD / TNYL-RAW-Alexa532 peptide, fluorescence polarization. AID 720. P54760. inhibition, % at 7 µM;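 active = inhibition above the screen-wide mean inhibition plus 3 SD, cut at about 15% in these data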;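 also: 0% = DMSO wells and 100% = excess unlabeled TNYL-RAW peptide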
PostGolgi yeast = growth inhibition of a yeast mutant, post-Golgi transport screen; post-Golgi transport phenotypic cell assay; inhibition, % at 10 µM; 98,000 tested, 0.9% active; AID 739;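 also: yeast cells grown in 1536-well plates; yeast grown about 18 h at 30C before absorbance read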
LYP inh 2 = blocks human PTPN22 phosphatase activity | recombinant LYP catalytic domain, DiFMUP fluorescence | inhibition, % at 2 µM | 96,000 tested, 0.21% active | Q9Y2R2;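 active = inhibition at 2 µM at or above a set limit, the screen mean plus 3 SD, cut at about 24% in these data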;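 also: 0% = DMSO with enzyme and 100% = enzyme fully blocked by orthovanadate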
S1P2 ag = S1P2 (human) receptor agonism; S1P2-expressing cell line, agonist reporter read-out; O95136; 97,000 tested, 0.46% active; activation, % at 4.5 µM; in the data active = activation above about 16%;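 also: 0% = vehicle low control and 100% = maximal reference agonist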
FAK inh = inhibitors of human focal adhesion kinase | Q05397 | inhibition, %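 (tested at 7 µM)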 | biochemical FAK kinase activity assay | 97,000 tested, 0.84% active | AID 727; in the data active = inhibition above about 19%;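 also: 0% = DMSO and 100% = reference compound high control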
Target sequence (Q05397 whole entry, looked up): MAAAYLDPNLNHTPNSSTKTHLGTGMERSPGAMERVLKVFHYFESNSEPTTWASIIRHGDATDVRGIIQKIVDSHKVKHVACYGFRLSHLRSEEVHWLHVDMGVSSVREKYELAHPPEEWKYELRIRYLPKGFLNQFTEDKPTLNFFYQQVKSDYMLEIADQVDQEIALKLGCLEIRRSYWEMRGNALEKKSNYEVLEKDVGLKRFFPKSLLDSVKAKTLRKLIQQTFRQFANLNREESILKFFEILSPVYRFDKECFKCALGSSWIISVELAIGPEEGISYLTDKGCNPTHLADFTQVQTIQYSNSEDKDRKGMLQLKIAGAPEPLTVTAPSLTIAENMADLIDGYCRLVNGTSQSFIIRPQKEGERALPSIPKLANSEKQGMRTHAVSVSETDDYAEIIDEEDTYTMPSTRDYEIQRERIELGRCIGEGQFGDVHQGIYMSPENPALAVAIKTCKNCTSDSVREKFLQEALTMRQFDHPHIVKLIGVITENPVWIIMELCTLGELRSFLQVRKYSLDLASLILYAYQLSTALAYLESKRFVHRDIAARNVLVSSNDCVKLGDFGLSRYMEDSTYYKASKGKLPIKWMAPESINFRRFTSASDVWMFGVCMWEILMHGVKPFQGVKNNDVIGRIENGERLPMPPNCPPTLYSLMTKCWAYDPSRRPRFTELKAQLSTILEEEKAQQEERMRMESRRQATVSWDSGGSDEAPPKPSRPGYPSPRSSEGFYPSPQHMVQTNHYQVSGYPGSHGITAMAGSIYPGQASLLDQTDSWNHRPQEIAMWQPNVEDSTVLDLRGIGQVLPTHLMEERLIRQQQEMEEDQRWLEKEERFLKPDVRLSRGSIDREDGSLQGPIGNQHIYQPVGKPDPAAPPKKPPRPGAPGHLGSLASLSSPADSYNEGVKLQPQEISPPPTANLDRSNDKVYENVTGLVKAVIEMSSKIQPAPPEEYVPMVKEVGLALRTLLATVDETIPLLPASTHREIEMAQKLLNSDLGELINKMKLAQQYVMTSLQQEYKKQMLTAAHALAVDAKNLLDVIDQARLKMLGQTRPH
* marks the source's active call; other numbers are inactive results; / = not tested or not shown. Rule as the data show it, unless noted: active = inhibition above about 30%; inactive = the rest. An unsorted share of the library. Share with any hit: about 7%.

SMILES	HIV Rev-RRE inh	LYP act	S1P2 antag	PostGolgi ctrl	EphB4 antag	PostGolgi yeast	LYP inh 2	S1P2 ag	FAK inh
Cc1ccc(NC(=O)Cc2ncc(C(F)(F)F)cc2Cl)cc1Cl	-2	5	-13	6	-1	-11	-9	-4	1
O=C(NCc1ccco1)c1ccccc1Br	0	-5	10	12	-4	-4	1	-1	0
COc1cccc2cc(C(=O)N3CCN(C/C=C/c4ccccc4)CC3)c(=O)oc12	9	0	-13	7	-1	3	-1	-3	1
FC(F)(F)c1nc2ccccc2n2c(-c3c(Cl)cccc3Cl)nnc12	-4	10	-31	16	-8	3	-5	3	3
Cn1c(=O)c2[nH]c(CNCc3ccccc3Cl)nc2n(C)c1=O	4	-8	-21	-6	1	-3	11	-3	2
CCOc1cccc(Oc2ncccc2C(=O)/C(C#N)=C/N(C)C)c1	7	0	9	2	2	5	4	-6	1
CCCCOC(=O)C(C)Nc1n[nH]c(=O)[nH]c1=O (stereo not drawn)	12	11	22	6	7	-4	-12	-1	4
Cc1csc(SCC(=O)Nc2ccc(S(=O)(=O)N3CCCC3)cc2)n1	4	-4	-5	22	-4	4	2	-1	0
Cc1c(Cl)cccc1NC(=O)CN1CCC(NC(=O)C2CCCCC2)CC1	6	5	23	7	9	-5	-2	-6	1
Cc1cccc(C)c1NC(=O)CN1CCNCC1	6	-2	8	2	-5	1	5	-3	1

As a working copy, 4 of the compounds above:
SMILES	HIV Rev-RRE inh	LYP act	S1P2 antag	PostGolgi ctrl	EphB4 antag	PostGolgi yeast	LYP inh 2	S1P2 ag	FAK inh
CCCCOC(=O)C(C)Nc1n[nH]c(=O)[nH]c1=O (stereo not drawn)	12	11	22	6	7	-4	-12	-1	4
Cc1csc(SCC(=O)Nc2ccc(S(=O)(=O)N3CCCC3)cc2)n1	4	-4	-5	22	-4	4	2	-1	0
Cc1c(Cl)cccc1NC(=O)CN1CCC(NC(=O)C2CCCCC2)CC1	6	5	23	7	9	-5	-2	-6	1
Cc1cccc(C)c1NC(=O)CN1CCNCC1	6	-2	8	2	-5	1	5	-3	1

The listing continues.
SMILES	HIV Rev-RRE inh	LYP act	S1P2 antag	PostGolgi ctrl	EphB4 antag	PostGolgi yeast	LYP inh 2	S1P2 ag	FAK inh
Clc1ccc(Nc2nc(-c3cccnc3)cs2)cc1	4	4	-9	24	-5	3	-3	-4	1
Cc1cc(N2CCN(c3ccc(F)cc3)CC2)nc2cc(O)ccc12	11	-1	-1	19	0	0	0	-5	3
O=S(=O)(NCc1ccccn1)c1ccc2c(c1)OCCO2	6	-2	10	6	8	-5	0	-5	2
CCC(C)(C)n1nnnc1C(c1cccnc1)N1CCN(c2cccc(C(F)(F)F)c2)CC1 (stereo not drawn)	3	1	-10	96*	1	86*	-1	-3	1
COc1ccc2ccccc2c1/C=N/O	5	0	15	3	8	0	-3	-4	-3
O=C(c1ccco1)N1CCN(CCCCN2C(=O)c3ccccc3C2=O)CC1	2	-5	14	0	-1	-6	2	-5	-1
CCC(C(=O)NC1CCCCC1)N(CC1CCCO1)C(=O)CNS(=O)(=O)c1ccc(OC)cc1 (stereo not drawn)	4	5	-8	-6	-6	7	-4	2	-1
Cc1ccc(-c2noc(CCC(=O)Nc3ccc4c(c3)OCO4)n2)cc1	-2	-12	-1	7	0	12	12	-5	-1
CCOC(=O)C1=C(N)Oc2cc(O)ccc2C1c1cccnc1 (stereo not drawn)	6	-3	11	5	-2	10	3	-1	6
Cc1cc(=O)oc(C)c1C(=O)OCC(=O)c1ccc(Cl)cc1	4	-2	-10	0	16*	3	4	-12	2

Profiles, quoted from the list.
`CCC(C(=O)NC1CCCCC1)N(CC1CCCO1)C(=O)CNS(=O)(=O)c1ccc(OC)cc1` (stereo not drawn) is listed as HIV Rev-RRE inh = 4; LYP act = 5; S1P2 antag = -8; PostGolgi ctrl = -6; EphB4 antag = -6; PostGolgi yeast = 7; LYP inh 2 = -4; S1P2 ag = 2; FAK inh = -1
`Cc1cccc(C)c1NC(=O)CN1CCNCC1` is listed as HIV Rev-RRE inh = 6; LYP act = -2; S1P2 antag = 8; PostGolgi ctrl = 2; EphB4 antag = -5; PostGolgi yeast = 1; LYP inh 2 = 5; S1P2 ag = -3; FAK inh = 1
`O=S(=O)(NCc1ccccn1)c1ccc2c(c1)OCCO2` is listed as HIV Rev-RRE inh = 6; LYP act = -2; S1P2 antag = 10; PostGolgi ctrl = 6; EphB4 antag = 8; PostGolgi yeast = -5; LYP inh 2 = 0; S1P2 ag = -5; FAK inh = 2

The results go on:
SMILES	HIV Rev-RRE inh	LYP act	S1P2 antag	PostGolgi ctrl	EphB4 antag	PostGolgi yeast	LYP inh 2	S1P2 ag	FAK inh
Cc1cc(=O)oc(C)c1C(=O)Nc1ccc(Cl)cn1	13	-5	-3	10	5	3	1	-9	0
Cc1ccc(F)cc1NC(=O)C1CCN(c2cnccn2)CC1	-2	4	5	5	1	-5	-7	1	3
COc1cccc(CNCCSc2nnnn2C)c1	10	1	-6	11	-3	1	-2	-6	-3
N#CCSc1nc2ccc(N3CCCCC3)cc2c(=O)n1Cc1ccccc1	19	-4	-7	22	3	10	0	12	4
CC(C)(C)OC(=O)NCCCCCc1nnc(SCC(N)=O)o1	0	8	-15	13	-14	0	-8	-4	-4
Cn1c(CSc2nc3ccccc3s2)nnc1SCC(=O)NCc1cccnc1	8	-6	-9	/	6	/	6	-3	-1
Cc1ccc(-c2nnn(CC(=O)N3CCN(c4ccccc4)CC3)n2)o1	5	-7	-5	-4	4	3	7	-8	1
CCC(=O)N1CCN(c2ccccc2NC(=O)COc2cccc(C)c2)CC1	1	2	0	1	-3	5	2	-12	-9
Cc1cccc(NC(=O)Cn2c(=O)oc3ccccc32)c1	8	-7	14	4	1	-4	5	-6	1
COc1cccc(-c2cc(C(F)(F)F)n3ncc(S(=O)(=O)c4ccccc4)c3n2)c1	6	-9	18	1	-3	-1	13	-4	3
CC(=O)Nc1ccc(NC(=O)CSc2nnc(-c3ccco3)n2Cc2ccco2)cc1	7	3	12	2	4	-4	0	-7	-1
Cc1cccn2c(=O)c3cc(C#N)c(=N)n(CCN4CCOCC4)c3nc12	7	1	-6	-4	-3	2	-1	-1	-1
Cc1c(NC(=O)C2CCCCN2S(=O)(=O)c2ccc(Cl)cc2)c(=O)n(-c2ccccc2)n1C (stereo not drawn)	-2	1	9	8	-8	12	-2	-3	-4
COc1cccc2cc(-c3cn4cccc(C)c4n3)c(=O)oc12	0	-8	-10	/	2	/	4	0	0
COC(=O)COc1ccc(C2NC(=O)NC(c3ccccc3)=C2C(C)=O)cc1OC (stereo not drawn)	2	8	-9	-11	-2	18	-5	-6	0
Cc1ccc(-c2nnn(CCC(=O)Nc3ccc4c(c3)OCO4)n2)cc1	2	1	7	2	2	-2	-2	-7	2
COc1ccccc1-c1ccc(=O)n(CC(=O)NC(C)(C)C)n1	0	8	6	2	-1	19	-10	-2	-3
CCN(CC)C(=O)Cn1cnc2sc(C(=O)Nc3cc(OC)c(OC)c(OC)c3)c(C)c2c1=O	5	0	-19	-3	-4	3	2	-5	-1
CC(C)Cc1nc(C(N)=O)c2[nH]c(=O)n(-c3ccc(F)cc3)c2n1	3	-2	-3	2	0	0	0	-5	1
COc1ccc(CN(C)CCc2ccccn2)c(OC)c1OC	4	-1	12	1	-8	15	-1	-5	-1
CCc1nnc(NC(=O)c2cc3ccccc3oc2=O)s1	7	-2	18	8	7	5	5	-10	12
CC1CCN(c2nc(-c3ccc(F)cc3)cc(C(F)(F)F)n2)CC1	10	13	-1	6	-10	-3	-15	0	-3
COc1cc(NS(=O)(=O)c2ccc(N=Cc3c(C)[nH]n(-c4ccccc4)c3=O)cc2)nc(OC)n1	1	3	14	-4	5	5	3	-3	-6
Cc1[nH]ccc(=O)c1OCc1c(Cl)cccc1Cl	11	-3	18	4	-1	8	4	-8	-4
CSCc1cc(N2CCOCC2)nc(SCc2ccc(Cl)cc2Cl)n1	14	-5	-7	8	2	-1	7	4	5
CC1CC(C)CN(CC(C)(C)NS(=O)(=O)c2ccc(Cl)cc2)C1 (stereo not drawn)	-1	5	-9	23	-3	60*	-7	-2	-1
Cc1cccc(OCC(O)Cn2c(-n3nc(C)cc3C)nc3c2c(=O)[nH]c(=O)n3C)c1 (stereo not drawn)	1	2	-18	19	-11	2	-5	-2	0
CC[N+]1(CC)CC2=Cc3c(ccc4ccccc34)CC2C1 (stereo not drawn)	-3	0	14	0	-4	11	2	-3	0
CC1CCC(C(=O)NC(C(=O)NCCN2CCC(C)CC2)C(C)C)CC1 (stereo not drawn)	-1	3	-12	16	-6	-3	-6	-8	-5
O=C(Nc1ccccc1)NC1CCS(=O)(=O)C1 (stereo not drawn)	2	6	-7	/	8	/	-6	-4	-2
Cc1cc(N=Cc2cc(Br)ccc2O)no1	15	3	20	9	-4	-3	-6	-1	-3
O=C(NC(Cc1ccccc1)C(=O)O)OCc1ccccc1 (stereo not drawn)	8	4	10	5	5	14	-6	-2	0
CCOC(=O)c1c(NC(=O)CSc2nnc(-c3ccco3)o2)sc(C(C)=O)c1C	3	1	-3	12	-1	6	-3	-2	-10
COc1ccc(CNCCNC(=O)c2nonc2N)cc1OC	5	14	-18	/	2	/	-15	-4	-1
COc1cc2c(cc1OC)CN(CC(=O)Nc1cccc(C)c1)CC2	5	-10	2	9	4	-1	13	-7	0
COc1cc(Nc2nc3ccccc3n3nnnc23)cc(OC)c1OC	1	2	-11	6	0	-4	-2	-4	-4
Cc1cc(C)n(CC(O)COCc2ccccc2)n1 (stereo not drawn)	4	-4	2	8	11	3	3	-2	8
Cc1ccc(NC(=O)CSc2ncn(-c3ccccc3)n2)cc1C	2	3	-1	/	7	/	-3	-5	2
CCOCC(=O)Nc1nc2ccccc2s1	8	0	18	/	8	/	0	0	0
CC(=O)Nc1ccc(NC(=O)N2CCCCC2)cc1	14	6	7	2	3	9	-9	-4	1
CCCc1[nH]nc2c1C(C1CCCCC1)C(C#N)=C(N)O2 (stereo not drawn)	7	-4	13	17	-3	-2	2	-5	-4
O=C(Nc1ccc(Cl)c(C(F)(F)F)c1)N1CCCC(O)C1 (stereo not drawn)	-1	0	-4	-5	8	-3	-4	-11	3
Cc1cc(C)nc(N2CCCC(C(=O)NCCc3ccccc3F)C2)n1 (stereo not drawn)	5	3	-2	6	4	-4	-6	-4	5

Ordered by length of the SMILES (ascending): three of the compounds above.
SMILES	HIV Rev-RRE inh	LYP act	S1P2 antag	PostGolgi ctrl	EphB4 antag	PostGolgi yeast	LYP inh 2	S1P2 ag	FAK inh
Cc1ccc(F)cc1NC(=O)C1CCN(c2cnccn2)CC1	-2	4	5	5	1	-5	-7	1	3
CC1CCC(C(=O)NC(C(=O)NCCN2CCC(C)CC2)C(C)C)CC1 (stereo not drawn)	-1	3	-12	16	-6	-3	-6	-8	-5
Cc1cccc(OCC(O)Cn2c(-n3nc(C)cc3C)nc3c2c(=O)[nH]c(=O)n3C)c1 (stereo not drawn)	1	2	-18	19	-11	2	-5	-2	0

An excerpt from above in order of the EphB4 antag value, highest first.
Molecule | HIV Rev-RRE inh | LYP act | S1P2 antag | PostGolgi ctrl | EphB4 antag | LYP inh 2 | S1P2 ag | FAK inh
CCc1nnc(NC(=O)c2cc3ccccc3oc2=O)s1 | 7 | -2 | 18 | 8 | 7 | 5 | -10 | 12
Cc1ccc(-c2noc(CCC(=O)Nc3ccc4c(c3)OCO4)n2)cc1 | -2 | -12 | -1 | 7 | 0 | 12 | -5 | -1
CC1CCC(C(=O)NC(C(=O)NCCN2CCC(C)CC2)C(C)C)CC1 (stereo not drawn) | -1 | 3 | -12 | 16 | -6 | -6 | -8 | -5
Cc1c(NC(=O)C2CCCCN2S(=O)(=O)c2ccc(Cl)cc2)c(=O)n(-c2ccccc2)n1C (stereo not drawn) | -2 | 1 | 9 | 8 | -8 | -2 | -3 | -4

Screening data from PubChem.
